E-sel inducer – induces E-selectin expression in human endothelial cells; P16581; HUVEC E-selectin immunofluorescence imaging; normalized: neutral wells 0, TNF-alpha wells 100; activation, % at 7.58 µM; hit rate 0.37% among 260,000; AID 686992;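 active means mean E-selectin-positive cell signal at least 10% of the positive control, reached in at least 60% of replicates, without over 20% cell loss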;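 further: in these data hits start at about 27%; measured in HUVEC primary endothelial cells; signal is the percent of cells scored E-selectin positive by PE staining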
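Test system: HUVEC; input: 3,000 HUVEC/well; measured by: immunofluorescence imaging; read-out: % PE-positive cells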
esBAF inh – blocks esBAF chromatin remodeling in mouse ES cells | reporter increase, % at 12.5 µM | hit rate 2% among 350,000 | Bmi1-luciferase knock-in reporter, 24 h; 100% = twice the neutral-well signal; in the data active means activation above about 40%;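 further: 0% = median of the plate's neutral control wells and 100% = double that signal; a rise in the Bmi1 reporter signal indicates esBAF inhibition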
EWS-Fli block – blocks EWS/Fli oncoprotein-driven transcription | AID 651661 | hit rate 0.67% among 350,000 | inhibition, % at 12.6 µM | A673 NR0B1-luciferase reporter, viability-normalised;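 active means mean inhibition of at least 50% after viability correction, with every replicate also passing that limit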;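 further: firefly luciferase signal divided by Alamar Blue viability fluorescence both relative to DMSO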
RAD54 branch – blocks human RAD54 Holliday junction branch migration | AID 602329 | hit rate 0.14% among 360,000 | inhibition, % at 10.4 µM | FAM/BHQ fluorescence;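 active means mean normalized replicate activity at least 40 and at least half of replicates scoring 40 or more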;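 further: 0% = median of neutral control wells and 100% = median of positive control wells; inhibitors cause a drop in the FAM fluorescence signal; in these data hits start at about 50%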
Xi reactivation – X-chromosome reactivation activator. hit rate 0.055% among 360,000. XiGFP mouse fibroblasts, % GFP-positive cells imaging, 3 d; cells co-treated with 5-aza-dC sensitizer; scaled so ellipticine positive control = 100%. AID 743238. activation, % at 7.58 µM;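 active means mean normalized replicate activation at least 10% and every replicate at or above 10%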;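 further: 0% = median of on-plate neutral control wells and 100% = ellipticine 6 µM median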
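Assay system – SV40-immortalized XiGFP fibroblast cells, line 68-5-11 · Buffer or medium – DMEM supplemented with 5-aza-dC as sensitizing agent · Dosing – one concentration, pinned · Benchmarks – positive control ellipticine, 6 µM final · Times – 3 days compound exposure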
RAD52 anneal inh – inhibitors of human RAD52 DNA annealing | AID 651710 | recombinant RAD52 DNA annealing, FRET fluorescence | inhibition, % at 18.7 µM | hit rate 0.46% among 360,000;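 active means every replicate showing at least 50% inhibition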
Target sequence (P43351 whole entry, looked up): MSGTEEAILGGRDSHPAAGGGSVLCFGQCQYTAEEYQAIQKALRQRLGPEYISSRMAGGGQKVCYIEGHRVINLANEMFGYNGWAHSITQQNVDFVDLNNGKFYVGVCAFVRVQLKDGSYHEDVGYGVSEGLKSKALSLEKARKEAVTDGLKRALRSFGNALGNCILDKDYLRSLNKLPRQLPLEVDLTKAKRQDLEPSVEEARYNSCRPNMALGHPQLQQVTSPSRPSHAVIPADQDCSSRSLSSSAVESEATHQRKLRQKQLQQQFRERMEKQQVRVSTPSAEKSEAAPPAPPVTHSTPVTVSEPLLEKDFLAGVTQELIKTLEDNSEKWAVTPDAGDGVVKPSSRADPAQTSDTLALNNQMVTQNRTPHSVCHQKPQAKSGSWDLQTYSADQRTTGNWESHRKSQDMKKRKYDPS
FN deposition inh – fibronectin deposition inhibition | AH1F fibroblasts, Alexa488-fibronectin deposition fluorescence, overnight | inhibition, % at 12.6 µM | hit rate 0.086% among 350,000;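 active means mean inhibition across replicates of 30% or more, regardless of how many single replicates reach that level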;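 further: positive control wells lacked labelled fibronectin entirely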
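test system = AH1F fibroblasts assembling fluorescent fibronectin matrix | quantity = 10000 AH1F cells per well | buffer or medium = DMEM plus 2% serum, read in PBS | doses = single dose, pinned | incubation = 1 h cell attachment, overnight exposure to compound and label | detection = fluorescence at 485 nm excitation, 525 nm emission | read-out basis = inhibition from reduced deposited-fibronectin fluorescence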
S100A4 MyoIIA – inhibitors of human S100A4 binding to myosin IIA peptide. P26447. S100A4/TAMRA-MyoIIA peptide fluorescence polarization. inhibition, % at 10.7 µM. hit rate 0.14% among 360,000;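 active means mean inhibition of at least 70% across replicates, with every replicate also reaching that level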
Target sequence (P26447 whole entry, looked up): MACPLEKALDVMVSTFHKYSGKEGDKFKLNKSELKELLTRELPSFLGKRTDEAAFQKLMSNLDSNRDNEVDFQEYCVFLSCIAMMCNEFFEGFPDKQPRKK
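Test system: S100A4 monomer protein; Medium: HEPES pH 7.2 with CaCl2, KCl, NaCl, DTT, Triton; Probe or stimulus: TAMRA-labelled myosin IIA heavy-chain peptide probe, 5 nM; Doses: one dose per compound; Times: polarization read 5 min after assay mix addition, stable 5–60 min; Benchmarks: neutral control DMSO, positive control TFP.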
Active calls of the source: *; . = no result given; & = joins results of further samples.

SMILES	E-sel inducer	esBAF inh	EWS-Fli block	RAD54 branch	Xi reactivation	RAD52 anneal inh	FN deposition inh	S100A4 MyoIIA
CCN(CC)C(=O)C1=C(C)N(CCCN2CCCC2=O)C(=O)C(CC(=O)NCc2cccc3ccccc23)C1 (stereo not given)	0.0	0	-1	3	0.1	-4	-1	2
C#Cc1ccc([C@H]2C=C(C(=O)OCC=C)O[C@@H](OCC)[C@@H]2CCCO)cc1	-0.1	20	-14&-8	-4&-10	0.0	-9&-3	0	-2&-5
CN(C)c1ccc(/C=N/NC(=O)c2ccc(NC(=O)c3ccccc3)cc2)cc1	1.0	.	38	.	0.2	-14	-1	-1
COc1cc(C(=O)N/N=C/c2ccc(OC(=O)c3cccc(C)c3)cc2)ccc1O	-0.1	5	-15	-5	0.4	-11	2	2
Cc1ccccc1NC(=O)Cc1nc(COC(=O)Cc2c(F)cccc2Cl)cs1	.	-5	6	-9	0.1	-8	-4	4
COc1cc(NC(=O)c2ccc(C)cc2C)ccc1NC(=O)c1cccs1	-0.2	21	-50	9	0.1	0	3	0
Cc1ccccc1C(=O)NCC(=O)OCC(=O)NNC(=O)c1ccccc1F	.	-6	2	-8	0.0	3	-5	1
C[C@H](CO)N1C[C@H](C)[C@@H](CN(C)Cc2cccc(O)c2)OCc2ccccc2-c2c(n(C)c3ccccc23)C1=O	-0.4	.	3	.	0.3	16	-1	11
CC(C)NC(=O)Nc1ccc2c(c1)C(=O)N([C@@H](C)CO)C[C@@H](C)[C@@H](CN(C)S(=O)(=O)c1ccc(Cl)cc1)O2	-0.2	-2	8	16	0.7	7	.	-6
C#CCN1C=C(C(=O)OCC)C(C)N(Cc2ccccc2I)S1(=O)=O (stereo not given)	3.1	6	37	-2	0.0	-27	.	0
C[C@H](CO)N1C[C@H](C)[C@H](CN(C)S(C)(=O)=O)Oc2cc(-c3ccc(F)cc3)ccc2S1(=O)=O	-0.6	1	7	-2	0.0	6	6	7
C[C@@H]1CN([C@H](C)CO)C(=O)c2cc(-c3ccncc3)cnc2O[C@H]1CN(C)C(=O)NC1CCCC1	-0.5	1	-10	-3	0.0	-10	-12	26
O=C1CCCN1C(=O)CSc1nnnn1-c1cccc(F)c1	0.0	-2	-13	.	-0.1	6	2	-5
O=C(C[C@H]1C[C@@H]2c3cc(NC(=O)c4ccc5c(c4)OCO5)ccc3O[C@@H]2[C@@H](CO)O1)NCc1cccc(F)c1	-0.4	3	-2	-4	0.3	-13	-4	46
C=CCN1C(=O)CN=C1Nc1cccc(C)c1	-0.4	1	.	-11	.	.	-8	.
C[C@@H]1CN([C@@H](C)CO)C(=O)c2cccc(NC(=O)Nc3ccccc3)c2O[C@H]1CN(C)Cc1ccncc1	0.0	1	-3	4	0.0	-2	.	3
COc1ccc(NC2c3ccccc3C(=O)N2c2cccnc2)cc1 (stereo not given)	0.5	-1	11	-13	-0.2	7	1	1
COc1ccccc1-c1cc(C(=O)N2CCN(S(=O)(=O)c3ccc(C)cc3)CC2)[nH]n1	0.8	-2	-2	-5	0.0	-17	5	-3
O=C(COC(=O)c1ccncc1)c1ccc(Cl)c(Cl)c1	-0.3	-1	-5	-19	.	-9	-1	1
O=C(Nc1nc(-c2cccnc2)cs1)c1ccccc1[N+](=O)[O-]	3.3	-2	-7	7	-0.1	-9	5	1
CC(C)OC(=O)N(C)C[C@H]1OCc2ccccc2-c2c(n(C)c3ccccc23)C(=O)N([C@H](C)CO)C[C@@H]1C	-0.5	-7	5	-1	-0.5	-6	-2	-6
CCOC(=O)CC(NC(C)=O)c1ccc([N+](=O)[O-])cc1 (stereo not given)	.	-3	.	-13	0.0	.	5	.
CC1(C)ON(C2CCCCC2)[C@H]2c3nc4ccccc4n3C[C@H]21	0.0	0	1	2	0.0	-11	-9	-4
CCCC#Cc1ccc([C@@H]2[C@H]3CN(C(=O)c4ccncc4)CC(=O)N3[C@H]2CO)cc1	-0.2	.	3	.	0.3	-4	.	-27
CC1C(=O)Nc2ccc(S(=O)(=O)NCc3ccc(Cl)cc3)cc2NC1=O (stereo not given)	0.0	-1	-17	-2	0.0	-18	10	4

(next part)
SMILES	E-sel inducer	esBAF inh	EWS-Fli block	RAD54 branch	Xi reactivation	RAD52 anneal inh	FN deposition inh	S100A4 MyoIIA
Cc1ccccc1CN1CCN(C(C)C(=O)NCc2ccccc2)CC1 (stereo not given)	-0.1	1	0	-4	0.0	-15	5	-8
CN(CC(=O)Nc1ccc(F)c(F)c1F)C(=O)CCCc1nc2ccccc2c(=O)[nH]1	.	-4	2	9	0.1	-13	-3	-1
Cc1nc(CC(=O)N/N=C/c2ccc(OCC(=O)O)cc2)cs1	-1.5	.	3	.	0.0	-12	0	5
C[C@@H]1CN([C@H](C)CO)C(=O)c2cc(NC(=O)CCC(F)(F)F)ccc2O[C@@H](C)CCCCO[C@@H]1CN(C)C(=O)c1ccccc1	-0.1	2	-7	2	0.2	21	0	-5
CCCC#Cc1ccc2c(c1)O[C@H](CN(C)C(=O)NCCC)[C@@H](C)CN([C@@H](C)CO)S2(=O)=O	-0.1	10	7	7	-0.1	16	.	1
CC12CCC(O)CC1=CCC1C2CCC2(C)C1CCC21CCC(=O)O1 (stereo not given)	.	.	-4	-5	-0.1	-8	5	-5
COC(=O)c1ccc2c(=O)[nH]c(CSc3nc(C)cs3)nc2c1	0.3	23	-8	-4	0.2	-26	-4	0
CC(C)(C)OC(=O)NC(Cc1ccccc1)C(=O)NC(CSC1CCCCO1)C(=O)NN (stereo not given)	.	-2	2	-3	0.1	-9	-2	4
CCOC(=O)c1cc(C(=O)Nc2sc3c(c2C#N)CCCC3)nn1C	-0.7	15	-25	-13	0.0	-14	.	5
CCCc1nn2c(-c3ccccc3)nnc2o1	0.3	35	8	-10	0.3	-12	-20	-13
Cc1ccccc1-c1cnc2c(c1)C(=O)N([C@H](C)CO)C[C@@H](C)[C@@H](CN(C)C(=O)c1ccccc1)O2	-0.3	1	-17	-7	-1.0	7	.	8
C[C@H]1CN([C@@H](C)CO)C(=O)Cc2cc(NC(=O)Nc3ccc4c(c3)OCO4)ccc2O[C@@H]1CN(C)Cc1ccc(Cl)c(Cl)c1	-3.5	1	-9	0	0.6	-8	.	6
O=C(O)CCC(=O)NNC(=O)COc1cccc(Cl)c1	.	0	6	.	0.0	-11	1	-2
Cc1nnc(Sc2nc3c(c(=O)[nH]c(=O)n3C)n2Cc2ccccc2)s1	-0.1	-11	18	-1	0.1	-10	11	-3
C[C@H]1CN([C@@H](C)CO)C(=O)Cc2cc(NS(=O)(=O)c3cn(C)cn3)ccc2O[C@H]1CN(C)C(=O)Nc1ccc2c(c1)OCO2	-2.6	1	-10	20	0.0	-7	.	8
O=C(c1ccc(S(=O)(=O)N2CCCCC2)cc1)N1CCN=C1SCc1cccnc1	.	-24	0	5	0.1	-12	2	1
O=C(CCN1CCCCC1)NCC[C@@H]1CC[C@@H](NC(=O)C2CCCCC2)[C@@H](CO)O1	-0.1	.	-5	.	0.1	-27	-8	-1
COc1ccc(S(=O)(=O)N2C[C@H](O)COC[C@@H]3O[C@H](CC(=O)NCc4ccc(Cl)c(Cl)c4)CC[C@H]32)cc1	0.2	-2	10	3	-0.1	-10	-8	8
COC(=O)/C=c1\[nH]c2nnc(C)n2c1=O	-0.3	.	1	.	0.0	-13	8	5
CC(C)(C)OC(=O)C(C)(C)O/N=C(\C(=O)O)c1csc(N)n1	-0.1	.	13	.	0.2	-16	-2	5
Cc1cccc(-n2nnnc2SCC(=O)NCC2CCCO2)c1 (stereo not given)	2.5	-6	2	-1	0.0	-6	5	0
O=C(Nc1ccc2c(c1)OCO2)C1Cc2c(-c3ccc(Cl)cc3)ccnc2O1 (stereo not given)	-0.2	4	22	-2	-0.1	-10	17	-4
Cn1c(N)c(C(=O)COC(=O)C2CC(=O)N(Cc3ccccc3)C2)c(=O)n(C)c1=O (stereo not given)	.	2	7	-1	0.0	-7	.	-1
CC1CCCN(C(=O)c2nn(C)c3c2CSc2ccccc2-3)C1 (stereo not given)	.	4	-13	-5	-0.1	-4	1	-1
COc1ccc(NS(=O)(=O)c2cccc(C(=O)NNC(=O)CNC(=O)c3ccccc3F)c2)cc1	.	-6	-4	-9	0.2	6	1	-1

Among those listed so far, 2 have a nitro group on carbon.
SMILES	E-sel inducer	esBAF inh	EWS-Fli block	RAD54 branch	Xi reactivation	RAD52 anneal inh	FN deposition inh	S100A4 MyoIIA
O=C(Nc1nc(-c2cccnc2)cs1)c1ccccc1[N+](=O)[O-]	3.3	-2	-7	7	-0.1	-9	5	1
CCOC(=O)CC(NC(C)=O)c1ccc([N+](=O)[O-])cc1 (stereo not given)	.	-3	.	-13	0.0	.	5	.

The listing picks up, repeating the two entries before the break.
SMILES	E-sel inducer	esBAF inh	EWS-Fli block	RAD54 branch	Xi reactivation	RAD52 anneal inh	FN deposition inh	S100A4 MyoIIA
CC1CCCN(C(=O)c2nn(C)c3c2CSc2ccccc2-3)C1 (stereo not given)	.	4	-13	-5	-0.1	-4	1	-1
COc1ccc(NS(=O)(=O)c2cccc(C(=O)NNC(=O)CNC(=O)c3ccccc3F)c2)cc1	.	-6	-4	-9	0.2	6	1	-1
C[C@@H]1CCCCO[C@H](CN(C)C(=O)Nc2ccc3c(c2)OCO3)[C@H](C)CN([C@@H](C)CO)C(=O)c2cc(NS(=O)(=O)c3cccs3)ccc2O1	-0.1	10	-18	3	0.2	-16	10	-9
CCOc1ccc(CCNC(=O)c2ccc(CS(=O)Cc3cccc(Cl)c3)o2)cc1 (stereo not given)	.	22	.	-17	0.0	-7	10	-1
C[C@H](CO)N1C[C@H](C)[C@H](CN(C)Cc2cncnc2)Oc2ncc(C#C[C@@H](C)O)cc2C1=O	-0.3	-3	-5	-1	-1.1	7	.	2
O=C(c1ccccc1)N1CC(=O)N2[C@H](CO)[C@@H](c3ccc(C#CCC4CCCC4)cc3)[C@H]2C1	-0.4	.	.	.	0.0	-25	.	-5
Fc1ccc(NC(=S)NCCN2CCOCC2)c(F)c1F	.	.	-4	.	0.4	-8	-9	-8
CO[C@H]1CN(C)C(=O)c2ccc(NS(=O)(=O)c3ccccc3C)cc2OC[C@@H](C)N(S(C)(=O)=O)C[C@@H]1C	0.0	0	4	-2	0.0	-20	-26	-2
COc1ccc([C@H]2CC(=O)C=C(c3ccc(-c4ccccc4)c(F)c3)C2)cc1	-0.2	28	-58	2	0.0	-25	2	-10
CC(=O)Nc1ncc(Cc2ccc(Cl)cc2Cl)s1	1.5	-2	-5	6	0.0	-13	-5	6
CC=Cc1ccc2n(c1=O)C[C@@H]1[C@@H](CO)[C@H](C(=O)NCCOC)[C@H]2N1Cc1ccccc1 (mixture of isomers)	-0.2	2	-7	1	0.0	-11	.	-3
Cc1cc(C(=O)O)cc(S(=O)(=O)Nc2c(C)nn(C)c2C)c1C	0.2	0	13	7	0.1	-4	-6	-3
Nn1c(COc2ccccc2F)nnc1SCC(=O)NC1CC1	.	1	3	4	0.2	-9	3	-2

Whole records from above. Order of values: E-sel inducer, esBAF inh, EWS-Fli block, RAD54 branch, Xi reactivation, RAD52 anneal inh, FN deposition inh, S100A4 MyoIIA
O=C(c1ccccc1)N1CC(=O)N2[C@H](CO)[C@@H](c3ccc(C#CCC4CCCC4)cc3)[C@H]2C1 reads -0.4, ., ., ., 0.0, -25, ., -5
C[C@H](CO)N1C[C@H](C)[C@H](CN(C)Cc2cncnc2)Oc2ncc(C#C[C@@H](C)O)cc2C1=O reads -0.3, -3, -5, -1, -1.1, 7, ., 2
